Compound activity: PubChem BioAssay, NCI
Growth percent in the NCI-60 one-dose screen (48 h, 10 µM unless noted): 100 = growth as untreated, 0 = no growth, -100 = all killed.
OVCAR-5: OVCAR-5 ovarian cancer; actives 2.9% (n = 82,000)
OVCAR-4: OVCAR-4 ovarian cancer cells; actives 3.7% (n = 80,000); AID 1794784
NCI/ADR-RES: NCI/ADR-RES ovarian cells; actives 4.4% (n = 81,000); AID 1794790
IGROV1: IGROV1 ovarian cancer. actives 4.7% (n = 79,000). AID 1794786
OVCAR-3: OVCAR-3 ovarian cancer. actives 7% (n = 79,000)
SK-OV-3: SK-OV-3 ovarian cancer cells; actives 3.2% (n = 80,000)
DU-145: DU-145 prostate cancer; actives 4.2% (n = 81,000)
OVCAR-8: OVCAR-8 ovarian cancer | actives 4.4% (n = 81,000)
* marks the source's active call; other numbers are inactive results; · = not tested or not shown; [ ] = another dose, or the depositor's remark. The calls were made as follows: active = growth percent below 10; inactive = the rest.

no.	structure	DU-145	OVCAR-8	SK-OV-3	OVCAR-4	NCI/ADR-RES	OVCAR-5	IGROV1	OVCAR-3
1	CCCCCCCCNc1ccccc1	155.8	106.2	99.7	102.6	108.8	99.9	113.0	113.7
2	Cc1cc2c(cc1C)NC1=C(N2)OC(c2c3ccccc3cc3ccccc23)C1=O (stereo not drawn)	16.7	-27.4*	52.0	75.5	-41.7*	13.9	17.4	23.3
3	CCOc1ccc(-c2cc(C3(S(=O)(=O)c4ccc(C)cc4)CC=CC3)on2)cc1	100.7	90.4	91.0	74.3	71.0	101.1	88.5	92.0
4	CCCCCC(=O)OCC(COC(=O)CCCCC)OC(=O)CCCCC	107.2	105.6	112.4	107.6	106.3	108.3	108.1	113.1
5	Cc1ccc(C)c2c1sc1nnc(Cl)c(=O)n12	106.8	99.7	105.9	102.2	114.6	96.0	97.4	113.6
6	Cc1cc2nc3ccc(O)cc3nc2cc1N	118.2	91.9	93.3	107.7	98.1	96.9	86.4	103.7
7	O=[N+]([O-])c1ccc2c([N+](=O)[O-])ccc3c2c1CC3	95.1	72.8	109.0	88.6	98.6	111.0	98.4	97.9
8	COc1ccc(CN(C(C)=O)c2cc(C)c([N+](=O)[O-])cc2OC)cc1OC	118.9	107.1	·	·	100.4	108.9	105.6	104.6
9	COc1ccc(Cl)cc1-c1cn(-c2cc(OC)c(OC)c(OC)c2)c(=O)[nH]1	110.5	97.6	102.5	94.3	89.9	94.3	109.7	105.9
10	Nc1ccc(S(=O)(=O)N(CCO)CCO)cc1[N+](=O)[O-]	115.5	106.5	111.0	106.3	110.8	104.7	108.9	112.9
11	CO[C@H]1CN(C(=O)OC(C)(C)C)CC[C@@H](c2ccccc2)OC(=O)C[C@@]2(O)O[C@H]([C@@H](O)[C@H](O)[C@H]2O)[C@@H](O)/C=C/[C@H]1OC	109.6	106.1	112.6	105.0	99.6	105.9	103.1	124.6
12	O=C(Nc1ccc(N2CCOCC2)cc1)Nc1ccc2c(ccn2C(=O)c2cccc(F)c2)c1	60.2	58.3	110.8	82.6	74.2	99.3	81.0	82.7
13	CCOC(=O)c1cc(C(=O)c2ccc(OC)cc2)n2ccc(/C=C/c3cc[n+](CC(=O)c4ccc(OC)cc4)cc3)cc12	75.0	21.1	108.8	16.1	98.1	87.1	63.1	60.9
14	Cc1ccc(Cl)cc1Nc1nc(C(F)(F)F)ccc1C(=O)N/N=C/c1cccnc1	41.5	25.1	-15.3*	8.6*	13.9	37.9	8.4*	33.9
15	Brc1ccccc1-c1nnc(Cn2cc(-c3ccccc3)nn2)o1	116.2	105.2	99.4	94.6	94.1	103.6	88.8	107.0
16	O=C(CN1C(=O)CN(/N=C/c2ccc([N+](=O)[O-])o2)C1=O)c1ccc(Cl)cc1	106.3	99.3	102.2	104.2	101.8	101.2	91.6	108.3
17	COc1cc(Br)c(-c2nc(-c3ccccc3)c(-c3ccccc3)n2Cc2ccccc2)cc1OC	72.6	55.0	39.5	48.6	48.9	77.1	49.4	68.6
18	COc1cc(-c2nc(-c3ccccc3)[nH]c2-c2ccnc(NCCCNS(=O)(=O)c3ccccc3)n2)ccc1F	65.2	62.8	124.1	75.3	65.8	102.9	76.7	89.0
19	COc1cc2c(cc1OC)CN(CCCCOc1cc(O)c3c(=O)cc(-c4ccccc4)oc3c1)CC2	80.3	85.1	74.5	30.0	57.4	114.2	95.8	94.9
20	CC(C)/C=N/NC(N)=S	95.3	62.9	109.8	46.1	75.0	78.7	34.0	53.0
21	O=S(=O)(c1ccccc1)N1C=C/C(=C\Cn2cc(-c3ccccc3)nn2)CC1	101.1	91.3	·	44.1	83.7	103.5	87.6	96.6
22	CC(C)Sc1nc(NCCc2c[nH]c3ccccc23)c(C#N)c(-c2ccccc2)n1	42.5	38.0	70.2	53.6	15.1	68.7	87.8	44.4
23	CCCCCCCCOC(=O)c1ccccc1O	113.4	93.7	108.6	100.6	104.2	94.2	92.4	107.3
24	CC(C)(C)C(=O)Nc1cccc(NC(=O)c2ccccn2)c1	110.2	98.3	99.6	95.7	102.1	102.4	95.5	107.2
25	OC(Cc1ccc(Cl)cc1)c1ccccc1 (stereo not drawn)	103.7	99.7	114.9	99.1	102.9	105.6	110.2	113.2
26	COc1cc(OC)c(S(N)(=O)=O)cc1C(C)=O	108.5	104.5	108.8	102.0	110.5	106.7	111.7	·
27	O=[N+]([O-])c1ccc(OS(=O)(=O)c2ccc(Cl)cc2)cc1	108.7	102.5	114.0	114.9	107.1	94.5	100.2	113.5
28	COc1ccc(C2=CCCC2)cc1	110.6	101.8	99.7	110.1	100.8	100.5	105.5	100.6
29	CCCCN=C(Nc1ccccc1)OCCCC	104.8	96.0	91.2	92.2	101.6	102.1	108.6	108.7
30	c1ccc2cc(Cn3c(-c4ccc5ccccc5c4)[n+](Cc4ccc5ccccc5c4)c4ccccc43)ccc2c1	-19.2*	-62.9*	·	-17.2*	31.2	-12.2*	-74.0*	-96.0*
31	CC(C)(C)n1cc(-c2ccnc(NCCCNS(=O)(=O)c3ccc(O)cc3)n2)c(-c2ccc(Cl)c(O)c2)n1	83.9	92.9	106.1	96.2	98.3	104.0	89.5	96.6
32	Cc1cc2c(n1Cc1ccccc1)CSc1cc(S(=O)(=O)c3ccccc3)c(=O)[nH]c1-2	101.7[100 µM]	74.1[100 µM]	90.9[100 µM]	63.3[100 µM]	103.2[100 µM]	116.9[100 µM]	96.4[100 µM]	106.1[100 µM]
33	CCc1cccc(C)c1NC(=O)c1sc2nc3c(cc2c1N)C(=O)CCC3	14.2	27.9	10.4	76.3	8.2*	29.2	30.7	-26.0*
34	CCOC(=O)c1c2c(n(-c3ccc(C#N)cc3)c1-c1ccccc1)C=CCC2	102.4	·	89.6	77.2	94.0	96.7	77.9	105.4
35	COc1ccc(-c2cc(C#N)c(N)o2)cc1	105.9	99.8	99.8	83.5	97.7	92.2	77.1	99.1
36	COc1ccc(Cn2cc3c(c2-c2cc(OC)c(OC)c(OC)c2)CCc2c(CO)noc2-3)cc1	19.4	22.4	39.9	68.9	8.6*	56.6	40.8	5.3*

Grouped by structure: the compounds so far with bromine (two)
no.	structure	DU-145	OVCAR-8	SK-OV-3	OVCAR-4	NCI/ADR-RES	OVCAR-5	IGROV1	OVCAR-3
15	Brc1ccccc1-c1nnc(Cn2cc(-c3ccccc3)nn2)o1	116.2	105.2	99.4	94.6	94.1	103.6	88.8	107.0
17	COc1cc(Br)c(-c2nc(-c3ccccc3)c(-c3ccccc3)n2Cc2ccccc2)cc1OC	72.6	55.0	39.5	48.6	48.9	77.1	49.4	68.6

The list continues:
no.	structure	DU-145	OVCAR-8	SK-OV-3	OVCAR-4	NCI/ADR-RES	OVCAR-5	IGROV1	OVCAR-3
37	Cn1cnc2c1c(=O)n(CCC(=O)Nc1ccc(F)cc1)c(=O)n2C	103.1	102.0	91.2	108.7	108.6	101.1	106.9	115.0
38	C=CCn1c(SCC(=O)c2ccccc2)nnc1-c1cc(-c2ccc(S(C)(=O)=O)cc2)nc2ccccc12	97.6	91.2	112.2	97.5	90.0	101.1	84.2	104.0
39	OCCNCCCNc1ccnc2cc(Cl)ccc12	98.2	94.8	116.0	111.6	102.0	102.4	101.8	95.7
40	N#Cc1cn(-c2ncc(C(N)=O)c(N)n2)nc1N=N	107.9	109.3	105.8	111.5	101.3	112.6	104.0	110.1
41	N#Cc1c(N=Cc2ccc(Cl)cc2)n[nH]c1Nc1ccccc1	111.8	104.1	97.2	113.9	101.4	92.5	103.7	91.2
42	CN1CCN(Cc2ccc(NC(=O)c3cncc(C#Cc4cccnc4)c3)cc2C(F)(F)F)CC1	87.2	75.9	66.8	58.9	76.2	60.0	42.5	95.4
43	COc1ccc(-n2nc(C)c3c(Nc4ccc(NC(=O)Nc5c(Cl)cccc5Cl)cc4)ncnc32)cc1	51.4	56.0	83.3	60.9	55.9	97.8	71.7	40.8
44	COC(=O)c1ccc(-c2c(-c3ccccc3)c(F)c3oc(C(=O)OC)c(N)c3c2-c2ccccc2)cc1	103.9	104.5	98.7	97.6	94.3	96.6	102.3	102.9
45	CCCCCCCCCN(CCCCCCCCC)C(C)C(=O)c1ccc2cc(Br)c3ccccc3c2c1 (stereo not drawn)	88.6	94.0	90.8	85.7	84.9	80.4	75.7	89.1
46	Oc1[nH]c2ccccc2c1/C=c1/cc2c(c(-c3ccc(C(F)(F)F)cc3)n1)=Nc1ccccc1-2	62.5	63.5	79.0	50.5	31.7	70.5	71.2	20.2
47	NC(=O)NC(=O)/C=C/C(=O)OCCCl	111.8	90.7	104.7	107.4	109.3	96.9	109.1	105.8
48	COc1cc2oc(-c3cccc(NC(=O)Nc4ccc(Br)cc4)c3)cc(=O)c2c(OC)c1OC	53.6	23.9	123.7	46.8	34.4	122.3	64.8	30.1
49	CNC(=O)c1cc(Oc2ccc3c(c2)sc2nc(-c4ccc(N(C)C)cc4)cn23)ccn1	20.2	14.0	49.2	70.7	0.6*	39.4	21.5	·
50	CCCCCN(CCCCC)CC(=O)O[C@H]1C[C@H]2CC[C@@]1(C)C2(C)C	113.7	99.6	103.3	118.3	100.4	113.2	112.0	112.8
51	O=C(CSc1nc2ccccc2c(=O)n1CCc1ccccc1)Oc1ccccc1	106.0	77.2	72.8	41.6	78.8	107.3	90.7	101.7
52	O=c1c2c3c(sc2nc(N/N=C/c2ccc([N+](=O)[O-])cc2)n1Cc1ccccc1)CCCC3	100.7	72.2	92.6	100.0	87.5	99.1	42.1	69.9
53	Oc1[nH]c2ccc(Cl)cc2c1/C=c1/ccc2c(c1)N=C(c1ccc(F)cc1)N=2	86.3	84.7	87.4	79.4	44.3	102.8	5.8*	72.0
54	Cc1ccc(-n2nc(C(=O)NCCC(=O)O)nc2-c2ccccc2)cc1	108.5	103.1	·	98.6	107.7	110.1	106.0	107.8
55	C1=C2CNCC3=Cc4ccc5ccccc5c4OC23Oc2c1ccc1ccccc21	65.3	53.9	·	·	-21.4*	70.0	39.9	-19.1*
56	Cc1ccc(NC(=O)Nc2cc(C(C)C)ccc2C)cc1	105.7	94.3	92.3	93.5	95.4	97.9	98.2	103.1
57	Clc1ccc2c(c1)C(N1CCNCC1)=Nc1ccccc1O2	68.4	73.2	67.0	41.1	62.8	69.0	48.1	46.6
58	CC1=NN(c2ccc(Cl)cc2S(=O)(=O)O)C(=O)C1N=Nc1ccc(OS(=O)(=O)c2ccc(C)cc2)cc1 (stereo not drawn)	112.1	111.0	86.3	104.3	108.2	·	97.0	113.3
59	Cc1ccc(C2CC(c3ccc(Nc4nc(NCCO)nc(N5CCOCC5)n4)cc3)=NN2c2cc(Cl)cc(Cl)c2)cc1 (stereo not drawn)	90.6	87.3	·	92.9	91.9	105.2	101.1	107.4
60	O=C(CC1C(=O)N(C2CCCCC2)c2nc3ccccc3n21)Nc1cccc(F)c1 (stereo not drawn)	101.4	97.9	78.6	92.4	101.8	96.8	89.6	96.7
61	CCC(C)C(NC(=O)C(Cc1ccc(O)cc1)NC(=O)OCc1ccccc1)C(=O)OC (stereo not drawn)	108.7	109.9	105.9	101.1	102.7	109.0	104.0	105.6
62	Cc1nc(/N=C(\N)NC(=O)Nc2ccccc2)sc1C	95.1	91.9	93.8	82.8	66.3	92.5	83.7	89.8
63	O=c1c2cc(Cl)ccc2nc(SCc2ccccc2)n1-c1ccc(Cl)cc1	103.5	94.7	92.4	89.9	105.0	91.9	97.3	102.3
64	Cc1ccc(S(=O)(=O)Oc2ccc(Br)cc2Br)cc1	78.1	95.1	79.4	72.4	62.3	89.5	73.3	86.9
65	COc1ccc(S(=O)(=O)NCCNc2cc(-c3c(-c4cccc(OC)c4)nc4sccn34)ccn2)cc1	102.3	89.4	103.1	78.2	88.5	108.9	91.0	89.2
66	CC(C)OC(=S)NC(=O)c1ccccc1	106.6	106.8	94.1	94.2	103.5	96.4	102.6	95.5
67	Fc1ccc(Nc2ncnc3onc(-c4ccccc4)c23)cc1	105.0	94.1	·	100.1	96.9	87.7	90.4	108.8
68	O=C(O)Cc1ccc(Cl)cc1	107.0	97.7	121.3	107.0	108.9	111.0	109.3	150.4
69	COc1ccccc1NC(=O)/C(=C/C1CC(=O)NC1=S)C(C)=O (stereo not drawn)	106.3	105.1	93.0	101.5	99.2	106.7	100.3	109.7
70	CCOC(=O)c1cc2c([nH]1)-c1nc(N)sc1CCC2	102.1	96.7	84.4	90.9	94.0	98.1	86.1	101.3
71	CN(C)c1ccc(/C=C2\SC(=S)N(CCCN3CCOCC3)C2=O)cc1	101.8	94.9	99.2	92.3	97.0	105.0	102.5	95.3
72	O=C1NC2(Nc3ccccc31)C(=O)Nc1c(Cl)cc(Cl)cc12 (stereo not drawn)	117.2	101.7	106.7	98.9	107.6	114.8	91.5	118.2

Compound profiles (already shown). Order of values: DU-145, OVCAR-8, SK-OV-3, OVCAR-4, NCI/ADR-RES, OVCAR-5, IGROV1, OVCAR-3
Entry for Fc1ccc(Nc2ncnc3onc(-c4ccccc4)c23)cc1 = 105.0, 94.1, ·, 100.1, 96.9, 87.7, 90.4, 108.8
Entry for O=C(O)Cc1ccc(Cl)cc1 = 107.0, 97.7, 121.3, 107.0, 108.9, 111.0, 109.3, 150.4
Entry for O=c1c2cc(Cl)ccc2nc(SCc2ccccc2)n1-c1ccc(Cl)cc1 = 103.5, 94.7, 92.4, 89.9, 105.0, 91.9, 97.3, 102.3
Entry for COc1ccccc1NC(=O)/C(=C/C1CC(=O)NC1=S)C(C)=O (stereo not drawn) = 106.3, 105.1, 93.0, 101.5, 99.2, 106.7, 100.3, 109.7
Entry for Cc1ccc(S(=O)(=O)Oc2ccc(Br)cc2Br)cc1 = 78.1, 95.1, 79.4, 72.4, 62.3, 89.5, 73.3, 86.9
